CHRM5 antagonist = antagonists of human muscarinic M5 receptor (CHRM5). inhibition, % at 3 µM. 360,000 compounds, 0.59% hits. AID 624040. P08912. CHO-hM5 cells, Fluo-8 calcium fluorescence, ACh EC80;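 active = inhibition above a per-plate cutoff, the mean of that plate's test compounds plus 3 SD, cut at about 27% in these data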;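 note: 0% = acetylcholine EC80 with DMSO and 100% = DMSO without agonist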
Target sequence (P08912 whole entry, looked up): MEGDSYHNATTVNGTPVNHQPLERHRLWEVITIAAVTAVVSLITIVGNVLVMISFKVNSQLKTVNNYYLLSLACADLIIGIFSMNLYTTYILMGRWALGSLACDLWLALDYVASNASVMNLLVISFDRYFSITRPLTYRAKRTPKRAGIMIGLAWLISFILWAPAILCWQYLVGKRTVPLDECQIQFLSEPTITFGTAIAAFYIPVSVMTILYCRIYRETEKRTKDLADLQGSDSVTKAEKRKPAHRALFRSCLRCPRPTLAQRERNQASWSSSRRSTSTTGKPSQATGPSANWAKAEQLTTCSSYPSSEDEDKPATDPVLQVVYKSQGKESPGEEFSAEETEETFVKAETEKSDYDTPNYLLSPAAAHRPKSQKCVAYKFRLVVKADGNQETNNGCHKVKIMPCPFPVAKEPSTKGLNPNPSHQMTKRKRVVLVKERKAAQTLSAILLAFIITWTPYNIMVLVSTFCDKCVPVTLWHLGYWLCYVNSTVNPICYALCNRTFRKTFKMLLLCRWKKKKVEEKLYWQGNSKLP
CHO-K1 Ca antag = M1 antagonist counterscreen hit in parental CHO-K1 cells; ATP-induced calcium, Fluo-8 fluorescence; inhibition, % at 3 µM; 360,000 compounds, 0.6% hits; AID 602250;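 active = inhibition above a per-plate cutoff, the plate's mean sample inhibition plus 3 SD, cut at about 24% in these data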;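 note: 0% = DMSO plus EC80 ATP and 100% = DMSO alone without ATP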
M1 ag parental = nonselective activator or artifact in parental CHO-K1 cells | Fluo-8 calcium fluorescence; scaled to maximal ATP response, vehicle zero | activation, % at 3 µM | 360,000 compounds, 0.48% hits | AID 602248; in the data active = activation above about 15%;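 note: untransfected CHO-K1 host cells lacking M1 receptor as counterscreen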
CHRM4 antagonist = blocks acetylcholine activation of human M4 receptor. inhibition, % at 3 µM. AID 624125. 360,000 compounds, 0.73% hits. CHO-hM4 cells, ACh EC80, Fluo-8 calcium fluorescence. P08173;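 active = inhibition above its plate's cutoff, the mean inhibition of sample wells plus 3 SD, cut at about 27% in these data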;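 note: 0% = acetylcholine EC80 with DMSO and 100% = DMSO without agonist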
Target sequence (P08173 whole entry, looked up): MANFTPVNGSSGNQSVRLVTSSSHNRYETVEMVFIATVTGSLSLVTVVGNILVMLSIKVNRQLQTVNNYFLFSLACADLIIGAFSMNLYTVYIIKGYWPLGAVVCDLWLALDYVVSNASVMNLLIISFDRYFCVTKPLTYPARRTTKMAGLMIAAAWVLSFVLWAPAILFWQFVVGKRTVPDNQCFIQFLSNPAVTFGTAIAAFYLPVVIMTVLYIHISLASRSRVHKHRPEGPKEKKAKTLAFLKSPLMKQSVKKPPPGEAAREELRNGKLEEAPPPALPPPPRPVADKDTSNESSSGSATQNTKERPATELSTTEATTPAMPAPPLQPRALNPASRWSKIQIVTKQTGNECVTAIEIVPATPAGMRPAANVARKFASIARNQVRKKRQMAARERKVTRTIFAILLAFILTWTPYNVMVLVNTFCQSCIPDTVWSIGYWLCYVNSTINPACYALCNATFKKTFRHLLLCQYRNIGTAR
CHRM4 agonist = CHRM4 agonism in calcium assay; CHO-K1 hM4/Gqi5, Fluo-8 calcium fluorescence; vehicle 0%, full acetylcholine response 100%; AID 624127; 360,000 compounds, 0.14% hits; P08173; activation, % at 3 µM;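 active = activation above the run mean over all test wells plus 3 SD, cut at about 32% in these data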;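 note: peak over basal fluorescence ratio per well then scaled between controls; 0% = DMSO wells and 100% = acetylcholine at EC100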
CHRM5 agonist = CHRM5 agonism in calcium assay. CHO-K1 hM5 cells, Fluo-8 calcium fluorescence; 0% DMSO wells, 100% maximal acetylcholine response. P08912. activation, % at 3 µM. 360,000 compounds, 0.19% hits;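 active = activation above the run's mean over test compounds plus 3 SD, cut at about 23% in these data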;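 note: signal is peak over basal fluorescence ratio across the kinetic read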
CHRM4 PAM = potentiates acetylcholine response at human M4 receptor; P08173; CHO-K1 hM4/Gqi5, Fluo-8 calcium fluorescence, ACh EC20; 0% = ACh EC20, 100% = maximal ACh; activation, % at 3 µM; 360,000 compounds, 0.4% hits; AID 624126;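 active = activation above its plate's cutoff, the mean activation of sample wells plus 3 SD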; note: some results filed as inactive read as strong as hits
CHO-K1 Ca PAM = M1 PAM counterscreen hit in parental CHO-K1 cells; AID 602247; 360,000 compounds, 0.02% hits; ATP EC20, Fluo-8 calcium fluorescence; 0% at ATP EC20, 100% at ATP max; activation, % at 3 µM;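 active = activation above the run cutoff, the mean activation of all test compounds plus 3 SD, cut at about 40% in these data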;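 note: peak over basal fluorescence ratio in a 140 s read after ATP addition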
CHRM5 PAM = potentiates acetylcholine response at human M5 receptor | P08912 | CHO-K1 hM5, Fluo-8 calcium, ACh EC20 PAM; 0% = ACh EC20, 100% = ACh EC100 | activation, % at 3 µM | 360,000 compounds, 0.3% hits;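 active = activation above the run cutoff, the mean activation of all test compounds plus 3 SD, cut at about 18% in these data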
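System: CHO-K1 cell line with stable human muscarinic M5 receptor expression | Also added: EC20 acetylcholine as agonist stimulus | Compound: One concentration, 3 µM final (nominal) | Timing: Fluo-8 loading 80 min at 37 °C plus 30 min room temperature | Measured by: Fluo-8 calcium dye fluorescence, kinetic read | Read-out basis: % activation, ACh-normalized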
Active calls of the source: *.

For CC(C)Cc1cc(C(=O)Nc2sc3c(c2C#N)CCC3)no1 the results were CHRM5 antagonist 1, CHO-K1 Ca antag -3, M1 ag parental 0.1, CHRM4 antagonist -11, CHRM4 agonist 1, CHRM5 agonist 1, CHRM4 PAM 9, CHO-K1 Ca PAM 5 and CHRM5 PAM 3.
Screening CCOc1ccccc1N1CCN(CC(=O)N(C2CCCC2)C2CCS(=O)(=O)C2)CC1 (configuration not stated) returned CHRM5 antagonist 4, CHO-K1 Ca antag -12, M1 ag parental 0.3, CHRM4 antagonist 5, CHRM4 agonist 2, CHRM5 agonist 2, CHRM4 PAM 3, CHO-K1 Ca PAM 15 and CHRM5 PAM -3.
`COc1ccc(Cn2nnnc2C(c2cccs2)N2CCOCC2)cc1` (configuration not stated) gave CHRM5 antagonist 2, CHO-K1 Ca antag -3, M1 ag parental 0.1, CHRM4 antagonist 4, CHRM4 agonist 1, CHRM5 agonist 3, CHRM4 PAM -3, CHO-K1 Ca PAM 0 and CHRM5 PAM -6.
Screening CCCc1sc(N/N=C/c2ccccn2)nc1-c1ccc(Br)cc1 returned CHRM5 antagonist -1, CHO-K1 Ca antag -14, M1 ag parental 2.7, CHRM4 antagonist -1, CHRM4 agonist 2, CHRM5 agonist 1, CHRM4 PAM 6, CHO-K1 Ca PAM 11 and CHRM5 PAM -2.
Screening COc1cc(OC)cc(C(=O)NCC(=O)NC(C)c2ccccc2)c1 (configuration not stated) returned CHRM5 antagonist 5, CHO-K1 Ca antag 8, M1 ag parental 0.2, CHRM4 antagonist 6, CHRM4 agonist 1, CHRM5 agonist -4, CHRM4 PAM -3, CHO-K1 Ca PAM -7 and CHRM5 PAM 6.
Screening CC1CN(C(=S)SCC(=O)c2ccc(Cl)cc2)CC(C)O1 (configuration not stated) returned CHRM5 antagonist 6, CHO-K1 Ca antag -14, M1 ag parental 0.4, CHRM4 antagonist -2, CHRM4 agonist 2, CHRM5 agonist -6, CHRM4 PAM -1, CHO-K1 Ca PAM 15 and CHRM5 PAM -6.
O=C(NNC(=O)c1cc2cc3ccccc3nc2s1)c1cccc(C(F)(F)F)c1 was read as CHRM5 antagonist -1, CHO-K1 Ca antag -9, M1 ag parental 0.1, CHRM4 antagonist -1, CHRM4 agonist 0, CHRM5 agonist -2, CHRM4 PAM -5, CHO-K1 Ca PAM 19 and CHRM5 PAM 5.
N=c1oc2ccc3ccccc3c2cc1-c1nnc2n1CCCCC2 was read as CHRM5 antagonist 2, CHO-K1 Ca antag -16, M1 ag parental 0.6, CHRM4 antagonist 2, CHRM4 agonist 0, CHRM5 agonist -2, CHRM4 PAM 1, CHO-K1 Ca PAM 9 and CHRM5 PAM 1.
Screening COC(=O)c1cc(S(=O)(=O)NCCc2ccc(SC)cc2)c[nH]1 returned CHRM5 antagonist 11, CHO-K1 Ca antag -8, M1 ag parental 11, CHRM4 antagonist -9, CHRM4 agonist 7, CHRM5 agonist 3, CHRM4 PAM -6, CHO-K1 Ca PAM 11 and CHRM5 PAM -8.
Screening CS(=O)(=O)N(CC(=O)N1CCN(c2ccccc2)CC1)c1cccc(Br)c1 returned CHRM5 antagonist 1, CHO-K1 Ca antag -11, M1 ag parental 0.9, CHRM4 antagonist 1, CHRM4 agonist 1, CHRM5 agonist -8, CHRM4 PAM -2, CHO-K1 Ca PAM -3 and CHRM5 PAM 1.
For N/C(=N\OC(=O)COc1ccccc1)c1ccncc1 the results were CHRM5 antagonist 6, CHO-K1 Ca antag -13, M1 ag parental 2.9, CHRM4 antagonist -1, CHRM4 agonist 2, CHRM5 agonist 2, CHRM4 PAM -1, CHO-K1 Ca PAM 21 and CHRM5 PAM 0.
For CC(=O)Nc1cccc(-c2cc(NC=O)c3ncc(-c4ccc(C(C)=O)cc4)n3c2)c1 the results were CHRM5 antagonist -7, CHO-K1 Ca antag 2, M1 ag parental 3.0, CHRM4 antagonist 1, CHRM4 agonist 14, CHRM5 agonist 3, CHRM4 PAM -5, CHO-K1 Ca PAM 12 and CHRM5 PAM -5.
Screening CCN(CC)c1ccc(C(=O)NNC(=O)c2ccc3c(=O)n4c(nc3c2)CCC4)cc1 returned CHRM5 antagonist -2, CHO-K1 Ca antag 6, M1 ag parental 1.3, CHRM4 antagonist 4, CHRM4 agonist 1, CHRM5 agonist -1, CHRM4 PAM 0, CHO-K1 Ca PAM -9 and CHRM5 PAM -6.
N#Cc1c(Nc2ccccc2C(F)(F)F)s[nH]c1=O was read as CHRM5 antagonist 12, CHO-K1 Ca antag -9, M1 ag parental 0.9, CHRM4 antagonist -4, CHRM4 agonist 1, CHRM5 agonist -6, CHRM4 PAM 7, CHO-K1 Ca PAM 16 and CHRM5 PAM -7.
Screening O=C(CCN1C(=O)/C(=C\c2ccccc2F)SC1=S)N1CCCCC1 returned CHRM5 antagonist 6, CHO-K1 Ca antag -7, M1 ag parental 0.1, CHRM4 antagonist 1, CHRM4 agonist 0, CHRM5 agonist -4, CHRM4 PAM -5, CHO-K1 Ca PAM -10 and CHRM5 PAM -5.
Cc1ccc2c(c1)C(c1ccncc1)=NNC(c1ccccc1)=N2 was read as CHRM5 antagonist -9, CHO-K1 Ca antag 2, M1 ag parental 7.1, CHRM4 antagonist -4, CHRM4 agonist 1, CHRM5 agonist -3, CHRM4 PAM 1, CHO-K1 Ca PAM 17 and CHRM5 PAM -5.
COCCNc1nc(C)cc(-c2cc(C(=O)NC3CCCC3)on2)n1 was read as CHRM5 antagonist 3, CHO-K1 Ca antag -2, M1 ag parental 0.0, CHRM4 antagonist -6, CHRM4 agonist 1, CHRM5 agonist 2, CHRM4 PAM 5, CHO-K1 Ca PAM 8 and CHRM5 PAM 11.
Screening CN(CC(=O)NC1CC(C)(C)NC(C)(C)C1)S(=O)(=O)c1cc(Cl)ccc1Cl returned CHRM5 antagonist 4, CHO-K1 Ca antag -5, M1 ag parental 0.2, CHRM4 antagonist -3, CHRM4 agonist 1, CHRM5 agonist -1, CHRM4 PAM 3, CHO-K1 Ca PAM 2 and CHRM5 PAM -5.
Cc1cc(N2CCCC2)ccc1/C=C1\NC(=S)N(C)C1=O was read as CHRM5 antagonist 7, CHO-K1 Ca antag 20, M1 ag parental 17*, CHRM4 antagonist 9, CHRM4 agonist 13, CHRM5 agonist 42*, CHRM4 PAM -11, CHO-K1 Ca PAM -1 and CHRM5 PAM -9.
CCCSc1nnc(Nc2ccccc2C)s1 was read as CHRM5 antagonist -10, CHO-K1 Ca antag 13, M1 ag parental -0.5, CHRM4 antagonist -2, CHRM4 agonist 0, CHRM5 agonist -9, CHRM4 PAM -2, CHO-K1 Ca PAM -4 and CHRM5 PAM 4.
Screening COc1ccc(-c2c(-c3ccsc3)oc(=O)c3cc(OC)c(OC)cc23)cn1 returned CHRM5 antagonist 8, CHO-K1 Ca antag 0, M1 ag parental 0.1, CHRM4 antagonist 3, CHRM4 agonist 2, CHRM5 agonist -3, CHRM4 PAM 5, CHO-K1 Ca PAM -7 and CHRM5 PAM -1.
Screening COC(=O)C1=C(C)N(Cc2ccc(C)cc2)C(=O)C1 returned CHRM5 antagonist 5, CHO-K1 Ca antag 16, M1 ag parental 0.0, CHRM4 antagonist 1, CHRM4 agonist -1, CHRM5 agonist -2, CHRM4 PAM 0, CHO-K1 Ca PAM -10 and CHRM5 PAM 1.
CCN(C(=O)COC(=O)c1c(NC(C)=O)sc(C)c1C)C1CCS(=O)(=O)C1 (configuration not stated) was read as CHRM5 antagonist 6, CHO-K1 Ca antag -8, M1 ag parental 10, CHRM4 antagonist 0, CHRM4 agonist 0, CHRM5 agonist 0, CHRM4 PAM 14, CHO-K1 Ca PAM 23 and CHRM5 PAM -2.
For COc1ccc(-n2c(=S)[nH]c3cc(C(=O)NCCCN4CCOCC4)ccc3c2=O)c(OC)c1 the results were CHRM5 antagonist -2, CHO-K1 Ca antag -17, M1 ag parental 0.6, CHRM4 antagonist 4, CHRM4 agonist 2, CHRM5 agonist 1, CHRM4 PAM 1, CHO-K1 Ca PAM 12 and CHRM5 PAM 17.
For CC(NCc1ccc(OCC(N)=O)cc1)C12CC3CC(CC(C3)C1)C2 (configuration not stated) the results were CHRM5 antagonist 4, CHO-K1 Ca antag -12, M1 ag parental 1.4, CHRM4 antagonist 29*, CHRM4 agonist 1, CHRM5 agonist -1, CHRM4 PAM -15, CHO-K1 Ca PAM 9 and CHRM5 PAM -3.
For CC(=O)Nc1sc(N/N=C\c2ccccc2)nc1-c1cccs1 the results were CHRM5 antagonist 6, CHO-K1 Ca antag -13, M1 ag parental 0.1, CHRM4 antagonist -5, CHRM4 agonist 2, CHRM5 agonist -3, CHRM4 PAM 19, CHO-K1 Ca PAM 26 and CHRM5 PAM 2.
For Cc1nn(CCC(N)=O)c2nc(-c3cccs3)cc(C(F)(F)F)c12 the results were CHRM5 antagonist -2, CHO-K1 Ca antag -5, M1 ag parental 1.2, CHRM4 antagonist 12, CHRM4 agonist 1, CHRM5 agonist 2, CHRM4 PAM -9, CHO-K1 Ca PAM -5 and CHRM5 PAM 1.
`C/C(=C\C(=O)Nc1nccs1)c1ccccc1` gave CHRM5 antagonist -3, CHO-K1 Ca antag 18, M1 ag parental 0.4, CHRM4 antagonist -11, CHRM4 agonist 1, CHRM5 agonist 3, CHRM4 PAM 3, CHO-K1 Ca PAM 2 and CHRM5 PAM -1.
CCc1ccc(C(=O)NNC(=O)Cn2c(=O)cnc3ccccc32)cc1 was read as CHRM5 antagonist 16, CHO-K1 Ca antag -8, M1 ag parental 0.1, CHRM4 antagonist -7, CHRM4 agonist 2, CHRM5 agonist 1, CHRM4 PAM -3, CHO-K1 Ca PAM 0 and CHRM5 PAM -1.
`COc1ccc(C)cc1-n1nnnc1SCc1cn2ccsc2n1` gave CHRM5 antagonist 5, CHO-K1 Ca antag -6, M1 ag parental 2.6, CHRM4 antagonist 3, CHRM4 agonist 4, CHRM5 agonist -2, CHRM4 PAM -2, CHO-K1 Ca PAM 20 and CHRM5 PAM -7.
O=C(NCCCn1ccnc1)c1nc(Cn2ccc([N+](=O)[O-])n2)no1 was read as CHRM5 antagonist 4, CHO-K1 Ca antag -6, M1 ag parental 0.9, CHRM4 antagonist 12, CHRM4 agonist 0, CHRM5 agonist -3, CHRM4 PAM -7, CHO-K1 Ca PAM -3 and CHRM5 PAM 2.
Cc1cc(C)n(C(=O)CN2C(=O)COc3ccccc32)n1 was read as CHRM5 antagonist -7, CHO-K1 Ca antag -1, M1 ag parental -0.1, CHRM4 antagonist 14, CHRM4 agonist 1, CHRM5 agonist 1, CHRM4 PAM -9, CHO-K1 Ca PAM 7 and CHRM5 PAM -6.
